Screening data (PubChem)
GLD-1 TGE inh: GLD-1-TGE RNA interaction inhibition (C. elegans); Q17339; purified GLD-1 + fluorescein TGE RNA, fluorescence polarization; inhibition, % at 5.96 µM; actives 0.44% (n = 320,000);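 active = percent inhibition above a per-plate cutoff, the plate mean of test compounds plus 3 SD, cut at about 30% in these data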;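 note: 0% = DMSO wells with GLD-1 and probe and 100% = wells lacking GLD-1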
Target sequence (Q17339 whole entry, looked up): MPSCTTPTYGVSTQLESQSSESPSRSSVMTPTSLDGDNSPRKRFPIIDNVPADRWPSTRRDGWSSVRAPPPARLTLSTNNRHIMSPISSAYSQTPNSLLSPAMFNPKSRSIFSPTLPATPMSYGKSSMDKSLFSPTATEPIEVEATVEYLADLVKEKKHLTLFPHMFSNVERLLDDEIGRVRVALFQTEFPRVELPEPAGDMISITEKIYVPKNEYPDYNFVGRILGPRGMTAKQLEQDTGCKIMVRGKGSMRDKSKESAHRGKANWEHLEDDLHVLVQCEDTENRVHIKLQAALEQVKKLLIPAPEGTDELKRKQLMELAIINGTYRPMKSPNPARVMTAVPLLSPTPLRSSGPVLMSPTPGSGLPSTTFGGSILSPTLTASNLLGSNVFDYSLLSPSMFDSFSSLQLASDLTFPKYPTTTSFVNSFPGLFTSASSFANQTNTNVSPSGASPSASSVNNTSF
Fam108B counter: blocks mouse Fam108B hydrolase in RBBP9 counter-screen; recombinant Fam108B, FP-Rh probe fluorescence polarization; inhibition, % at 9.51 µM; actives 0.33% (n = 300,000); AID 1947;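 active = inhibition above the screen mean inhibition plus 3 SD, computed separately per campaign, cut at about 18% in these data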;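 note: inhibitors lower polarization as less probe binds the enzyme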
ZTA counter: ZTA (EBV) inhibition in EBNA-1 counter-screen; P03206; ZTA-DNA binding, fluorescence polarization; inhibition, % at 11 µM; actives 0.15% (n = 320,000); AID 2234; in the data active = inhibition above about 33%
CR mimetic SO: lowers age-related superoxide in aged yeast cells; S. cerevisiae aged cells, superoxide DHE fluorescence; hits give low values; superoxide response (% of plate mean), % at 10 µM; actives 0.18% (n = 330,000);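 active = superoxide response under a set limit, about three screen SD below normal, cut at about 65% in these data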;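 note: yeast aged for seven days with compound at 30 °C before DHE staining; 100% = average MFI of all compound-treated wells on the plate with controls excluded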
MEX-5 binding: C. elegans MEX-5 TCR-2 RNA binding activity; activity score (negative = inhibition of binding), % at 10 µM; actives 0.38% (n = 300,000); AID 1832; MEX-5/FITC-TCR2 RNA binding, fluorescence polarization; hits give low values; Q9XUB2;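 active = inhibition past about -25% in most replicates, and total fluorescence under double the plate's negative control median, limit read from the data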;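 note: 0% = DMSO and -100% = 5 µM competing unlabeled TCR2 RNA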
EBNA-1 inhibitor: blocks EBNA-1 binding to DNA. inhibition, % at 14.8 µM. actives 0.34% (n = 300,000). EBNA-1 DNA binding, fluorescence polarization; in the data active = inhibition above about 28%
BCLXL inh: blocks human Bcl-xL binding to Bim BH3 peptide; actives 0.7% (n = 320,000); AID 2129; GST-Bcl-xL / FITC-Bim BH3 peptide fluorescence polarization; inhibition, % at 10.9 µM; Q07817;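 active = inhibition above the mean of all tested compounds plus 3 SD, cutoff set per campaign, cut at about 30% in these data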;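 note: 0% = DMSO wells and 100% = unlabeled Bim-BH3 peptide competitor; inhibitors lower millipolarization by displacing the labeled peptide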
Target sequence (Q07817 whole entry, looked up): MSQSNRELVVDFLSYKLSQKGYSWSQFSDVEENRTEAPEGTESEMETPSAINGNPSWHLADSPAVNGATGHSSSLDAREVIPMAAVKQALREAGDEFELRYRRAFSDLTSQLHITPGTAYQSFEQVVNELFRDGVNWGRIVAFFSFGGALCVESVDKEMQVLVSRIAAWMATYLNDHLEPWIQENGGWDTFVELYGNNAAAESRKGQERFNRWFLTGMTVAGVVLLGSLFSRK
Efflux pump mplx: antifungal efflux pump inhibition, Nile Red retention. S. cerevisiae Candida pump triplex. inhibition, % at 10 µM. actives 0.44% (n = 330,000);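 active = plate passing quality check with inhibition over a set limit, or well fluorescence over plate mean plus 4 SD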;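 note: Nile Red retained in pooled yeast measured as flow cytometry median fluorescence; 0% = buffer negative control and 100% = Enniatin B positive control; higher means more Nile Red kept so more efflux inhibition; some compounds called inactive have numbers as strong as hits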
MCL1-BIM inh: inhibitors of human MCL1 binding to BIM-BH3 peptide; inhibition, % at 10.9 µM; Q07820; actives 0.68% (n = 320,000); GST-MCL1 / FITC-Bim-BH3 fluorescence polarization;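 active = inhibition above the mean inhibition of all tested compounds plus 3 SD, set per campaign, cut at about 40% in these data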;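 note: 0% = DMSO wells and 100% = unlabeled Bim-BH3 peptide control; higher means more loss of mP so more displacement of Bim peptide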
Target sequence (Q07820 whole entry, looked up): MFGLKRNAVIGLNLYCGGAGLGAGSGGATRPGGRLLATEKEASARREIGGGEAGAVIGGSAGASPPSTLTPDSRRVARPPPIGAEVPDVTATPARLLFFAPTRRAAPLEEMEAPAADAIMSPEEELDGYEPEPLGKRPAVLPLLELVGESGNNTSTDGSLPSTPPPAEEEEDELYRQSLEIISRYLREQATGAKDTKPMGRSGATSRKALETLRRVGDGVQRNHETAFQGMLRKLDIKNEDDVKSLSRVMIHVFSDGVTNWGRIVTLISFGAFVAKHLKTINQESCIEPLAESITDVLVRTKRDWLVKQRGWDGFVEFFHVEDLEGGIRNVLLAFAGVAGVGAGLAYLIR
Starred values were filed as active, the others as inactive; / = not tested or not shown. Compounds were not picked by outcome; any-hit rate near 2.3%.

entry	mol	GLD-1 TGE inh	Fam108B counter	ZTA counter	CR mimetic SO	MEX-5 binding	EBNA-1 inhibitor	BCLXL inh	Efflux pump mplx	MCL1-BIM inh
1	COC(=O)CNC(=O)CNC(=O)c1nn(-c2ccc(OC)c(OC)c2)c(=O)c2ccccc12	-3	-1	-10	104	0.8	-17	4	0.5	-1
2	O=C(COc1coc(CN2CCc3ccccc3C2)cc1=O)Nc1ccc(F)cc1	5	0	-7	98	-0.9	-8	8	0.0	2
3	CCSc1nc(=S)cc(C)[nH]1	1	-8	-11	59*	-0.1	-16	-5	2.0	-20
4	O=c1[nH]c2ccccc2n1C1=CCCC1	-7	0	-3	120	-0.6	-5	-8	0.1	-3
5	O=C(NCc1ccccc1)N1CCN(c2ccc(F)cc2)CC1	1	0	-8	85	-0.7	3	5	-0.1	1
6	COc1ccc(CCNC(=O)c2ccccc2C(=O)NCCc2ccc(OC)cc2)cc1	2	-1	-15	94	-1.2	-7	5	0.0	3
7	O=C(c1cc2ncc(Br)cn2n1)N1CCOCC1	1	1	11	99	-2.0	10	2	0.0	7
8	Cc1ccc(S(=O)(=O)CCc2nnc(NC(=O)CCl)s2)cc1C	2	-2	9	126	-11	6	4	-0.1	3
9	O=S(=O)(c1ccccc1)c1nc(NCc2ccccc2)sc1Cl	2	-2	0	110	2.5	3	-1	-0.1	-6
10	O=C(CNC(=O)c1ccc(Br)cc1)c1ccccc1	4	-8	17	104	-0.5	-2	4	0.0	10
11	Cc1ccc(-c2nc(CSCC(=O)Nc3cc(C)on3)c(C)o2)cc1	-1	-2	3	104	-2.6	1	-2	0.8	-1
12	Cc1cccc(-n2ncc3c(Nc4c(C)n(C)n(-c5ccccc5)c4=O)ncnc32)c1	4	-1	-8	87	0.3	10	4	-0.2	3
13	c1ccc(CN(Cc2ccccc2)c2ncnc3c2nnn3Cc2ccccc2)cc1	4	1	-7	102	0.7	4	2	0.1	-5
14	O=C(COC(=O)c1ccccc1F)Nc1cccnc1Cl	-2	1	-7	108	-5.9	-8	4	-0.1	3
15	C=CCNC(=O)c1onc(CSc2ccc(F)cc2)c1C(=O)O	-1	8	0	/	0.4	6	4	/	7
16	COc1ccc(C(=O)C(C)Oc2cccc(NC(=O)c3cccc([N+](=O)[O-])c3)c2)cc1 (configuration not stated)	-2	-1	7	94	-0.5	12	4	-0.1	3
17	CCCCn1cnc2c(oc3nc4c(cc32)CCCC4)c1=O	-1	4	-3	96	-0.7	1	1	0.1	1
18	Cc1nc2ccccc2c(=O)n1-c1ccc(NS(=O)(=O)c2cc(F)ccc2F)cc1	-2	-1	1	97	-0.2	1	2	0.2	-2
19	O=S(=O)(NCc1ccccc1)NCc1ccc(Cl)cc1Cl	-5	-1	22	69	1.5	-17	-3	0.7	0
20	O=C(NC1CCCC1)c1cc2cc(Br)ccc2o1	8	-4	-5	102	0.6	4	-4	0.0	-2
21	CC1(C)CC(NC(=O)COc2ccc(Br)cc2Cl)CC(C)(C)N1	2	-1	-3	80	1.7	3	2	0.0	0
22	Clc1ccc2c(c1)C(c1cccs1)=NNC(c1cccnc1)=N2	8	-4	8	103	1.3	7	5	0.0	-2
23	CC(C(=O)O)N1C(=O)CSc2ncccc21 (configuration not stated)	4	2	-4	104	-0.2	-1	1	0.0	-2
24	CCOc1ccc(-c2nc(-c3cccnc3)no2)cc1OCC	7	-2	-7	98	3.0	-7	3	0.0	6
25	OC(Cn1cncn1)c1ccc(Cl)cc1Cl (configuration not stated)	-3	3	9	104	0.6	1	3	0.0	-3
26	Cc1ccc(-c2noc(C3CCCN(S(=O)(=O)c4ccc(S(=O)(=O)N(C)C)cc4)C3)n2)o1 (configuration not stated)	-5	-3	0	113	-2.8	6	0	0.2	2
27	COc1ccc(/C=C2\OC(=O)c3c(OC)cccc32)cc1OC	6	4	-6	99	1.8	8	6	-0.2	-1
28	COc1cc(NC(=O)C2CC(=O)NC3=C2C(=O)CC(C)(C)C3)c(OC)cc1Cl (configuration not stated)	0	5	-14	103	0.3	1	3	0.0	4
29	Cc1nonc1C1CCCN1Cc1nc(-c2ccccc2Cl)oc1C (configuration not stated)	6	-1	23	99	3.0	0	6	0.0	3
30	Cc1nc2ccccc2n1-c1ccccc1	6	0	-2	89	-0.3	7	1	-0.2	10
31	COc1ccc2nc(NC(=O)CSc3ccccc3)sc2c1	7	-5	-4	98	-0.9	4	-3	0.1	-2
32	Cc1c(C(=O)NNc2cc(=O)n(C)c(=O)n2C)cccc1[N+](=O)[O-]	0	-4	2	96	3.4	10	7	-0.2	10
33	O=C(CN1C(=O)CCC1=O)Nc1ccc(S(=O)(=O)N2CCOCC2)cc1	14	-1	17	104	-2.1	9	-3	-0.1	-13
34	CN(CCOc1ccc(Cl)c(Cl)c1)Cc1ccccc1	6	-3	11	102	0.1	-14	6	0.1	7
35	O=C(Nc1nnc(SCC(=O)N2CCCCC2)s1)C1CCCCC1	-6	3	-4	99	0.7	4	-24	0.1	-11
36	O=C(NC1CCCC1)c1ccc([N+](=O)[O-])s1	-4	-1	5	110	-1.5	6	-2	0.1	-5
37	COC(=O)Cc1ccc(NC(=S)Nc2ccc(N3CCOCC3)cc2)cc1	-2	3	4	93	-0.3	0	8	0.0	4
38	COc1ccccc1NS(=O)(=O)c1ccc(C)c(C(N)=O)c1	-2	0	-16	92	0.5	6	6	-0.2	6
39	O=C1CCN(CCc2ccccc2)CCN1[C@H](CO)c1ccccc1	7	-1	4	109	0.1	-4	1	0.1	9
40	CCOCC(=O)N1CCN(c2ccc([N+](=O)[O-])cc2)CC1	-6	-4	-2	72	2.0	-6	-2	1.3	5
41	Cn1nc(C(F)(F)F)c(C(=O)Nc2ccc(F)cc2F)c1Cl	3	-1	5	82	-0.5	-5	5	0.1	0
42	O=c1ccc(-c2ccccc2)n[nH]1	0	3	-10	86	-3.7	3	0	0.1	0
43	CCNC(=S)NN=C1c2ccccc2-c2ccccc21	1	1	19	110	-4.1	3	6	0.1	1
44	COc1cc(OC)cc(C(=O)NCC2CCCN(C(=O)c3csc(C)n3)C2)c1 (configuration not stated)	-4	3	13	95	-0.2	14	8	0.1	4
45	COc1ccc(S(=O)(=O)N(CC(=O)Nc2cccnc2)c2ccccc2OC)cc1	4	6	-10	95	-2.1	9	1	-0.1	2
46	O=C1C2C3C=CC(CC3)C2C(=O)N1/N=C/c1ccc(O)cc1 (configuration not stated)	9	2	-7	114	0.6	-8	8	0.0	12
47	CC(=O)Nc1ccc(S(=O)(=O)N2CCN(C(=O)CCC3CCCC3)CC2)cc1	6	2	-2	118	-3.1	-4	0	-0.1	0
48	CC1Cc2ccccc2N1C(=O)CCN1C(=O)C2C3C=CC(C3)C2C1=O (configuration not stated)	2	5	-7	96	-1.3	6	6	-0.1	10

Record cards, as listed above. Order of values: GLD-1 TGE inh	Fam108B counter	ZTA counter	CR mimetic SO	MEX-5 binding	EBNA-1 inhibitor	BCLXL inh	Efflux pump mplx	MCL1-BIM inh
CCNC(=S)NN=C1c2ccccc2-c2ccccc21 is listed with 1	1	19	110	-4.1	3	6	0.1	1
O=C1C2C3C=CC(CC3)C2C(=O)N1/N=C/c1ccc(O)cc1 (configuration not stated) is listed with 9	2	-7	114	0.6	-8	8	0.0	12
COc1ccc(S(=O)(=O)N(CC(=O)Nc2cccnc2)c2ccccc2OC)cc1 is listed with 4	6	-10	95	-2.1	9	1	-0.1	2

Later entries
entry	mol	GLD-1 TGE inh	Fam108B counter	ZTA counter	CR mimetic SO	MEX-5 binding	EBNA-1 inhibitor	BCLXL inh	Efflux pump mplx	MCL1-BIM inh
49	O=C(Nc1ccc(NC(=O)c2ccc([N+](=O)[O-])o2)cc1Cl)c1ccco1	6	0	-1	108	1.9	-12	5	0.1	2
50	CCCNS(=O)(=O)c1ccc(CCC(=O)NCC2CCCO2)cc1 (configuration not stated)	-3	1	-14	95	-1.4	-10	6	0.0	-2
51	O=C(/C=C/c1ccccc1[N+](=O)[O-])NCc1ccc(Cl)cc1	5	1	-5	99	-0.6	2	7	-0.1	15
52	COc1ccc(CSc2nc(CSC)cc(N3CCOCC3)n2)cc1	1	-2	-19	93	-1.0	4	7	0.1	8
53	CC(C)n1c(Nc2ccccc2)nc2ccccc21	4	1	12	91	0.0	14	0	-0.1	-2
54	CCOc1ccc(-n2nnc3c(=O)n(C/C=C/c4ccccc4)cnc32)cc1	0	6	-2	115	-0.2	-6	1	0.1	1
55	Cc1ccc(-n2c(C)cc(C(=O)OCC(=O)N(CC(C)C)C3CCS(=O)(=O)C3)c2C)cc1 (configuration not stated)	-4	0	-3	108	-0.5	1	3	0.3	-3
56	COC(=O)COc1ccc(S(=O)(=O)N2CCN(c3ccccc3F)CC2)cc1	1	0	-2	84	-1.2	6	5	-0.1	6
57	CCOC(=O)c1nnn(-c2nonc2N)c1-c1ccccc1Cl	2	2	3	101	1.1	1	9	0.0	0
58	Cc1cccc(C(=O)N2CCC(c3nc(-c4ccc(S(=O)(=O)N5CCOCC5)cc4)no3)CC2)c1	3	3	-6	91	7.7	0	4	0.1	2
59	CCOc1ccc(Cn2c(SCCCCC#N)nc3c2c(=O)n(C)c(=O)n3C)cc1OCC	3	2	3	91	3.5	4	-3	-0.1	3
60	COC(=O)c1ccc(CN2CCN(CCc3ccccc3)C(CCO)C2)cc1 (configuration not stated)	10	3	18	105	-0.2	7	2	-0.2	2
61	CCOC(=O)c1cnc(-n2nc(C)cc2C)nc1-n1nc(C)cc1C	-1	1	-8	99	3.6	0	1	-0.1	2
62	Cc1cc(Cl)ccc1NC(=O)C(=O)N/N=C/c1ccc2c(c1)OCO2	-11	1	9	112	4.7	9	-3	0.3	-6
63	CN1CC2([N+](=O)[O-])CC=C(Oc3ccccc3)C([N+](=O)[O-])(C1)C2 (configuration not stated)	0	-1	-6	98	/	4	3	-0.2	4
64	N#CCCN(C(=O)COC(=O)C1CCN(c2ccc(C(F)(F)F)cn2)CC1)c1ccc(F)cc1	8	1	-8	141	1.1	-7	-11	0.1	-21
65	O=C(CSc1nnc(CNC(=O)c2ccc(F)cc2)o1)Nc1ccc2c(c1)OCO2	-1	1	4	91	-0.3	-4	5	-0.6	-5
66	COc1ccc2[nH]c(=O)c(CN(Cc3ccccc3OC)Cc3nnnn3CC3CCCO3)cc2c1 (configuration not stated)	7	0	1	95	-1.1	3	1	0.0	3
67	Cc1ccc(OCC(=O)NN2C(=O)c3ccccc3C2=O)cc1	4	2	4	101	0.3	8	4	-0.2	5
68	Cc1ccccc1NC(=O)CSc1nc2c(c(-c3ccco3)c1C#N)CCCC2	9	1	-1	126	1.4	-4	0	0.4	3
69	COc1ccc(C(CC(=O)O)NC(=O)COc2ccccc2OC)cc1OC (configuration not stated)	-1	5	-8	109	-2.4	2	5	-0.1	5
70	CN(C)c1ccc(/C=N/NC(=O)C(O)c2ccc(Br)cc2)cc1 (configuration not stated)	-1	-5	-12	110	-0.8	-7	-2	0.3	2
71	COc1ccc(-c2nc(CS(=O)CC(=O)NC3CCCC3)c(C)o2)cc1OC (configuration not stated)	-4	11	-7	96	-0.2	-8	6	-0.5	4
72	O=C1C=C(c2ccccc2)OC(=O)C1C(=O)c1ccccc1 (configuration not stated)	0	-3	-22	119	0.4	-2	0	0.0	2
73	CC(=O)Nc1ccc(SCc2ncc(-c3ccccc3)o2)cc1	4	3	5	97	-0.1	6	5	0.1	5
74	COc1ccc2ccccc2c1/C=N/NC(=O)c1ccc(C)nc1	-2	-2	6	98	-0.7	-1	-3	0.2	-9
75	COCCn1c(SCC(=O)c2ccc(CNC(C)=O)o2)nc2ccccc2c1=O	-1	-2	-3	94	0.6	0	7	-0.4	15
